# CHT PAM = allosterically activates the human high affinity choline transporter; 310,000 compounds, 0.49% hits; Q9GZV3; AID 488977; B-score at 10 µM; CHT-expressing cells, membrane potential dye, choline EC20; stronger effect = higher value; LV-AA mutant CHT in HEK293 cells;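 active means initial fluorescence not abnormally high and integrated response B-score, plate-corrected, over 3 SD above library mean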
# Target sequence (Q9GZV3 whole entry, looked up): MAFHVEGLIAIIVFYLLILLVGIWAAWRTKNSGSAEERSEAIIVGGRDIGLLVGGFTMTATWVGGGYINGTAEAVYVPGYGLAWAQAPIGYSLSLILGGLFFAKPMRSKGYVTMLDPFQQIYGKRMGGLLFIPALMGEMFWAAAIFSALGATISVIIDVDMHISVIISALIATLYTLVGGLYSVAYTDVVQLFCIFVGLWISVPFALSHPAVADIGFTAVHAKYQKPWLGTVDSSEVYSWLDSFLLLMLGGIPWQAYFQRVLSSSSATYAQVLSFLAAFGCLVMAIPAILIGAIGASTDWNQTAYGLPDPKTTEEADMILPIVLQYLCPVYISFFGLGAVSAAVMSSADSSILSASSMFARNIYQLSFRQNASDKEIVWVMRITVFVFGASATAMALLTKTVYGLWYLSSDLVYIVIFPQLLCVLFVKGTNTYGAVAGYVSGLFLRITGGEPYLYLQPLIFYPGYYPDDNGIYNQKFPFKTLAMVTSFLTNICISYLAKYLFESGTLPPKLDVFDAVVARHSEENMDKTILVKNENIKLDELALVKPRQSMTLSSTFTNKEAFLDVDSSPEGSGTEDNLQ
# OX1R antagonist = blocks the human orexin 1 receptor; O43613; CHO/OX1R cells, Fluo-8 calcium fluorescence, orexin A; inhibition, % at 5 µM; 330,000 compounds, 0.43% hits; AID 434989;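 active means inhibition above its plate's threshold, mean inhibition of all tested compounds on the plate plus 3 SD, cut at about 37% in these data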;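 further: 0% = orexin A challenge wells and 100% = SB-334867-A antagonist wells; not every result past the cut was called active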
# Target sequence (O43613 whole entry, looked up): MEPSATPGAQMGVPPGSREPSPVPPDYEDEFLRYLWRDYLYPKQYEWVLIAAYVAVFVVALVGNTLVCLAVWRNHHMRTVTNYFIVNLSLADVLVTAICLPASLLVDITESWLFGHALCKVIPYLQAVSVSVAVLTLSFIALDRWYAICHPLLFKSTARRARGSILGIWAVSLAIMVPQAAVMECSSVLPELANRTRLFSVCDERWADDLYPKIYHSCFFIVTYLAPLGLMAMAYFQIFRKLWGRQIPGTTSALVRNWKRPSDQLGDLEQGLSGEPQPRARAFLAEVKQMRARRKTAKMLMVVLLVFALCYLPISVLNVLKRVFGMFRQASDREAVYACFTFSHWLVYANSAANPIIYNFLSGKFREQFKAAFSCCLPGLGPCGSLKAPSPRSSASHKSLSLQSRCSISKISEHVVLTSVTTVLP
# * marks the source's active call; other numbers are inactive results; i = inactive; · = not tested or not shown.
SMILES	CHT PAM	OX1R antagonist
Oc1ccc(-n2cnnn2)cc1	i	-6.4
O=C(Nc1ccc(Oc2ccc(S(=O)(=O)N3CCOCC3)cn2)cc1)c1ccco1	i	-12.3
Cc1cccc(N2CCN(S(=O)(=O)c3ccc(-c4cc(C)no4)s3)CC2C)c1 (stereo not given)	i	-6.5
Cn1ccnc1SCC(=O)NC1CC1	i	-11.2
CC(=O)NCCC1CCN(C(=O)c2cc(COc3ccc(C)nc3)on2)CC1	i	-2.0
Cc1ccc(S(=O)(=O)N2CCCOC2)cc1	i	-4.8
CC(=O)Nc1nc(-c2ccc3c(c2)CC(C)N3C(=O)C2CC2)c(C)s1 (stereo not given)	i	-19.0
Cc1csc(NC(=O)CSc2ncnc3ccccc23)n1	i	-25.3
CCC(C)Oc1ccccc1C1CC(=O)NC2=C1C(=O)CCC2 (stereo not given)	i	-34.8
CCCCc1ccc(Nc2ncnc3nc[nH]c23)cc1	i	-10.3
Cc1ccc(P(=O)(OCCN2CCOCC2)C(C)(C)C)o1 (stereo not given)	i	-7.4
O=C(C1=C(O)/C(=C/c2ccc(O)cc2)CCC1)C(F)(F)F	i	-5.3
O=C1C(C=NCc2ccccn2)=C(O)c2ccccc21	i	-5.5
CCN(CC)c1ccc(/C=N/N(c2ccccc2)c2ccccc2)c(O)c1	i	-23.0
C=CCOn1c(=O)c(C)[n+]([O-])c2ccccc21	i	-6.0

# In the list so far, six contain sulfur:
SMILES	CHT PAM	OX1R antagonist
O=C(Nc1ccc(Oc2ccc(S(=O)(=O)N3CCOCC3)cn2)cc1)c1ccco1	i	-12.3
Cc1cccc(N2CCN(S(=O)(=O)c3ccc(-c4cc(C)no4)s3)CC2C)c1 (stereo not given)	i	-6.5
Cn1ccnc1SCC(=O)NC1CC1	i	-11.2
Cc1ccc(S(=O)(=O)N2CCCOC2)cc1	i	-4.8
CC(=O)Nc1nc(-c2ccc3c(c2)CC(C)N3C(=O)C2CC2)c(C)s1 (stereo not given)	i	-19.0
Cc1csc(NC(=O)CSc2ncnc3ccccc23)n1	i	-25.3

# More structures
SMILES	CHT PAM	OX1R antagonist
CC(=O)c1ccc(N2CCN(C(=O)c3cccc(Oc4ccccc4)c3)CC2)cc1	i	10.3
OCc1cc(Br)ccc1OCc1nc2ccccc2s1	i	-2.2
Cc1cc(C)cc(NC(=O)Cn2nnc(C(=O)NCc3ccc(F)cc3)c2N)c1	i	-2.7
Cn1nnnc1SCC(=O)Nc1ccccc1N1CCOCC1	i	-4.8
Cc1ccc2c(c1)C1OCCC1C1N2C(=O)C2C(C(=O)O)C3C=CC21O3 (stereo not given)	i	7.2
CSc1nc(N2CCOCC2)nc2ccc(C)cc12	i	-13.9
COc1ccc(NC(=O)CSc2nccn2Cc2ccco2)cc1	i	-4.8
CCCCc1c(O)nc(N2CCN(Cc3ccccc3)CC2)[nH]c1=O	i	-6.9
Cc1cc(N2CCOCC2)ncc1[N+](=O)[O-]	i	-1.8
CCCCS(=O)(=O)/C=C\C1C2C=CC(C2)C1S(=O)(=O)CCCC (stereo not given)	i	-22.4
O=C(OCn1nnc2ccccc2c1=O)c1cc(-c2ccccc2Cl)nc2ccccc12	i	-8.5
CN(CC(=O)Nc1cccc(F)c1)C(=O)/C=C/c1ccc2ccccc2n1	i	-19.0
CCOC(=O)c1cnc2c(C)c(-c3ccccc3)[nH]n2c1=O	i	-10.1
Nc1ccc(Oc2ccc(F)cc2)nc1	i	20.8
CCOC(=O)c1ccc(CNC(=O)CSc2nc(NC(=O)c3ccccc3)c3c(C)c(C)oc3n2)cc1	i	-24.3
O=C(NCCCNc1ccc(C(F)(F)F)cc1[N+](=O)[O-])c1cc(F)c(F)cc1Cl	i	5.0
COc1ccc(C(NC=O)c2cc(OC)c(OC)cc2Br)cc1OC (stereo not given)	i	-0.4
CCN(CC)S(=O)(=O)c1ccc(N2CCN(C)CC2)c(NC(=O)c2cc(=O)c3ccccc3o2)c1	i	-27.0
C/C(=N/NC(=O)Cc1cc(=O)[nH][nH]1)c1ccc([N+](=O)[O-])cc1	i	-1.9
COc1cc(CO)cc(Br)c1OCC(=O)N1CCCCC1	i	-11.1
CC(=O)Nc1ccc(C=C(C(C)=O)C(C)=O)cc1	i	-11.0
Cc1ccccc1NC(=O)Cc1nc(COC(=O)CCOc2ccccc2)cs1	i	-13.5
Cc1noc(C)c1NC(=O)Nc1cccc2c1O[C@H](CN(C)S(C)(=O)=O)[C@@H](C)CN([C@H](C)CO)C2=O	·	-15.6
Cc1ccc(S(=O)(=O)Nc2ccc(F)c(S(=O)(=O)N3CCOCC3)c2)cc1	·	5.9
O=C(COC(=O)c1cc(S(=O)(=O)N2CCCCC2)ccc1N1CCOCC1)NC1CCCCC1	i	-43.0
O=C1COc2ccc(C(=O)COC(=O)c3cc(S(=O)(=O)NCc4ccccc4)ccc3O)cc2N1	i	4.8
O=C(CSc1ccccc1F)NC(=O)c1ccc(Cl)cc1	·	-10.3
Cc1ccc(CSc2nnc(C(F)(F)F)n2Cc2ccc(F)cc2)cc1	i	-26.1
CCN(CC)CCCNC(=O)c1sc2nc(-c3ccc(F)cc3)cn2c1C	i	-18.9
CCOCCOC(=O)c1ccc(-n2cnc(C)n2)nc1	i	-2.6
O=C(COC(=O)c1ccc(S(=O)(=O)Nc2ccccc2)cc1)NCCN1C(=O)CSC1=O	i	-16.4
CCN(CC)C(=O)CSC1=N/C(=C/c2ccco2)C(=O)N1c1ccc(OC)c(Cl)c1	i	-15.1
COC(=O)[C@@]12CCCCN1[C@H](c1ccc(-c3ccc4c(c3)OCO4)cc1)[C@H]1C(=O)N(C)C(=O)[C@H]12	·	-9.5
CCCCC1S/C(=N/N=C/c2cccs2)NC1=O (stereo not given)	i	-16.4
CCc1cc2c(=O)n(Cc3ccccc3)c(SC3CCOC3=O)nc2s1 (stereo not given)	i	-30.6
CC(C)C(NC(=O)CCNC(=O)c1ccc([N+](=O)[O-])cc1)c1nc2ccccc2[nH]1 (stereo not given)	·	-19.9
CN(CC(=O)Nc1ccc(F)cc1)C(=O)c1cccc(NS(=O)(=O)c2ccccc2)c1	·	-11.9
COCCNC(=O)COCc1cc(-c2ccc3c(c2)OCO3)on1	i	-5.1
CC1CN(CC(=O)NCc2ccc(Cl)cc2)CC(C)O1 (stereo not given)	i	-4.4
O=C(CSc1nnnn1-c1ccccc1)Nc1ccc(Cl)cc1	i	-2.5
COC(=O)CC1C(=O)NCCN1C(=O)NC1CCCCC1 (stereo not given)	i	-6.3
O=C(CCCc1cccs1)Nc1nc(-c2ccc(F)cc2)cs1	i	-13.3
Cn1c(=O)oc2cc(S(=O)(=O)N3CCC(C(=O)N4CCc5ccccc5C4)CC3)ccc21	i	-14.7
CCC(C)NC(=O)[C@@H]1CSC2c3ccccc3C(=O)N21 (stereo not given in full)	i	-27.9
Cc1nn(C)c(C)c1NC(=S)Nc1ccc(S(=O)(=O)Nc2ncccn2)cc1	i	8.2

# Next compounds:
# Fields: CHT PAM	OX1R antagonist
> CC1CCN(C(=O)CN2C(=O)NC3(CCC(C)CC3)C2=O)CC1 (stereo not given)
  ·	-0.1
> COc1ccc(CNC(=O)CCn2c(=O)oc3ccccc32)c(OC)c1
  i	-13.9
> Cc1c(C)c2ccc(OCC(=O)N3CCN(c4cccc(Cl)c4)CC3)cc2oc1=O
  i	-22.2
> COc1ccc(CCNC(=O)C2CCN(S(C)(=O)=O)CC2)cc1
  i	-7.8
> COCCNC(=S)N/N=C/c1ccccc1C(=O)O
  i	0.5
> CCCNC(=O)N1CCC(c2nc3ccccc3s2)CC1
  i	-6.6
> Cc1nn(C)cc1CNCc1c(C(=O)N2CCCCC2)nc2c(C)cccn12
  i	-18.1
> Cc1csc(NC(=O)CSc2nccn2C)n1
  i	-1.5
> Cc1ccc(N2C(=O)c3n[nH]c(C)c3C2c2ccco2)cc1 (stereo not given)
  i	3.7
> COc1ccc(S(=O)(=O)Nc2cccnc2)cc1OC
  i	1.6
> Cc1ccc(CS(=O)Cc2ccc(C(=O)N3CCN(C4CCCCC4)CC3)o2)cc1 (stereo not given)
  i	-32.4
> O=c1c2c3c(sc2nc(NCCO)n1-c1ccccc1)CCCC3
  i	-6.0
> C=CCNc1nc(-c2ccc3c(c2)OCCO3)cs1
  i	-25.2
> Cc1c(C#N)c(N)c(C(=O)c2ccccc2)n1Cc1ccccc1
  i	-29.5
> O=C(CSCc1ccccc1)N1CCc2ccccc21
  i	-22.9
> O=C(COC(=O)c1n[nH]c(=O)c2ccccc12)c1ccc(Br)cc1
  i	-15.9
> COC(=O)c1sc2ccccc2c1NC(=O)c1ccc(S(=O)(=O)N2CC(C)CC(C)C2)cc1 (stereo not given)
  i	-3.8
> CCOCCCNCC(O)c1ccccc1 (stereo not given)
  i	-10.5
> Cc1ccc2[nH]c(=O)c(CN(Cc3ccccc3Cl)C(=O)N3CCOCC3)cc2c1
  i	-27.8
> CCC1(C(=O)OC)NC(c2ccco2)C2C(=O)N(c3ccccc3)C(=O)C21 (stereo not given)
  i	-15.7
> O=C(CC1C(=O)NCCN1Cc1cccc(F)c1)NCCCCCN1CCOCC1 (stereo not given)
  i	-4.9
> Oc1ccc(-c2c(C3=CCCCC3)sc3ccccc23)cc1
  i	-22.4
> CCCN(Cc1nnc(-c2ccccc2Cl)o1)C(=O)COc1ccc(Cl)cc1
  ·	-11.7
> Cc1nn(-c2ccccc2)c(Cl)c1/C=N/NC(=O)CCNc1n[nH]c(=O)[nH]c1=O
  i	0.8
> COc1ccc(C(CNC(=O)CCNC(=O)c2ccccc2OC)N2CCCC2)cc1 (stereo not given)
  i	-32.9
> O=C(Nc1ccc(OC(F)F)c(Cl)c1)c1cccc(OC(F)F)c1
  i	53.2*
> O=S(=O)(c1ccccc1)N(CC(O)COc1ccccc1)c1ccccc1 (stereo not given)
  i	-14.2
> COCCn1c(C)cc(C(=O)COC(=O)c2cccnc2SC)c1C
  ·	2.9
> Nc1nc(SCC(=O)C23CC4CC(CC(C4)C2)C3)n[nH]1
  i	-3.0
> O=C(COc1ncnc2ccccc12)Nc1ccc(Cl)c(S(=O)(=O)N2CCOCC2)c1
  i	-20.8
> COc1ccc(S(=O)(=O)NCCC(=O)NCc2cccs2)cc1
  i	-15.0
> O=C(Nc1ccccc1C(F)(F)F)C1CCN(C(=O)Cc2ccccc2)CC1
  i	-19.2
> CN(C(=O)COC(=O)c1cnc(Cl)c(Cl)c1)C1CCCCC1
  ·	-4.6
> CCOC(=O)c1nnc(-c2ccc(C)cc2)nc1N1CCSCC1
  i	-8.0
> Cc1c(C(=O)NC2CCCCC2)oc2ccc(F)cc12
  i	-16.9
> CCn1c(SCC(=O)Nc2cc(C)on2)nc2sc3c(c2c1=O)CCCC3
  i	-30.8
> CCn1cc(S(=O)(=O)c2cccc(C)c2)c(=O)c2cc(F)c(N3CCN(C)CC3)cc21
  8.24*	-5.4
> N#Cc1ccc(S(=O)(=O)NC[C@H]2O[C@@H](n3cnc4c(N)ncnc43)[C@H](O)[C@@H]2O)cc1
  ·	-6.3
> CCCCCCNc1c(C(=O)OCC)c(=O)[nH]c2ccccc12
  i	-9.2
> Cc1ccc(-c2n[nH]c(=S)c3ccccc23)cc1S(=O)(=O)NCC1CCCO1 (stereo not given)
  i	-40.6
> COc1ccc(NC(=O)COC(=O)[C@@H]2CCCN2S(=O)(=O)c2ccccc2F)c(OC)c1
  i	-8.0
> Cc1c(C)c(C)c(S(=O)(=O)Nc2ccc3[nH]c(=O)[nH]c3c2)c(C)c1C
  i	0.9
> Cc1ccc(NC(=O)CN2C(=O)S/C(=C\c3cc(C)n(-c4cccc(C(=O)O)c4)c3C)C2=O)cc1
  i	-8.0
> COC(=O)c1cc(Br)c(=O)n(CCc2ccc(F)cc2)c1
  i	-6.3
> CCOc1ccc(CN2CCCC(CO)(Cc3ccc(F)cc3)C2)cc1 (stereo not given)
  i	-31.6
> O=C(/C=C/c1ccccc1)OCCCCN=C1NS(=O)(=O)c2ccccc21
  i	2.3
> CC(=O)n1nc(-c2ccccc2)nc1NCc1cccs1
  i	-9.0
> COc1cccc(CC(=O)OCC(=O)c2cc(OC)ccc2OC)c1
  ·	6.0
> O=C(NCc1ccccc1)c1ccc2c(c1)C(=O)N(Cc1ccncc1)C2=O
  i	-9.7
> C=CCc1cccc(/C=C/c2cc(=O)c3ccccc3[nH]2)c1O
  i	-4.4

# The list continues:
# Fields: CHT PAM	OX1R antagonist
> Cc1c(NC(C)C)c(=O)n(-c2ccccc2)n1C
  i	-7.1
> CC(C)Oc1ccc(C(=O)NC(=S)N2CCOCC2)cc1
  i	3.5
> Nc1nc(SCc2ccc(Cl)cc2)ns1
  i	-4.1
> Cc1cc(NS(=O)(=O)c2ccc(NC(=O)/C=C/c3ccco3)cc2)nc(C)n1
  i	-8.4
> O=C1c2ccccc2C(=O)N1CC(O)CNc1ccc(Br)cc1 (stereo not given)
  i	-16.8
> COc1ccccc1COCC(O)CN1CCN(S(=O)(=O)c2cccc(F)c2)CC1 (stereo not given)
  ·	-14.0
> O=C(CSc1nc(=O)n2ccccc2n1)N1CCN(c2ccccc2)CC1
  i	-16.9
> COc1ccccc1NC(=O)CSc1nnc(CNC(=O)c2cccs2)o1
  i	-28.6
> CC(C)(Oc1ccc(CCNC(=O)c2ccc(Cl)cc2)cc1)C(=O)O
  i	-16.7
> CCc1ccccc1Nc1cc(C(=O)NCc2ccccn2)c2ccccc2n1
  i	-39.3
> O=C1CCN(Cc2ccc([N+](=O)[O-])cc2)CCN1[C@H](CO)c1ccccc1
  i	-12.9
> Cn1cccc1C(=O)NC(=O)CSc1nnc(C2CC2)n1-c1ccccc1
  i	-15.2
> Cc1ccc(N2Cc3ccccc3OC(C)C2=O)cc1 (stereo not given)
  i	-28.3
> COCCn1nnnc1SCC(=O)NCc1ccc2c(c1)OCO2
  i	-4.6

# Assay outcomes: PubChem BioAssay, several laboratories
